# Compound activity as filed in PubChem BioAssay.
# FEN1 inh: human FEN1 inhibition | Recombinant FEN1 flap cleavage, fluorescence, 15 min | hit rate 0.35% among 390,000 | Potency, µM (top dose mostly 114 µM), without a hit: at the highest dose activity change, negative = inhibition, hits mostly inhibitors | AID 588795; note: nearly all actives have a fitted effect of over 65% in size
# Target sequence (P39748 whole entry, looked up): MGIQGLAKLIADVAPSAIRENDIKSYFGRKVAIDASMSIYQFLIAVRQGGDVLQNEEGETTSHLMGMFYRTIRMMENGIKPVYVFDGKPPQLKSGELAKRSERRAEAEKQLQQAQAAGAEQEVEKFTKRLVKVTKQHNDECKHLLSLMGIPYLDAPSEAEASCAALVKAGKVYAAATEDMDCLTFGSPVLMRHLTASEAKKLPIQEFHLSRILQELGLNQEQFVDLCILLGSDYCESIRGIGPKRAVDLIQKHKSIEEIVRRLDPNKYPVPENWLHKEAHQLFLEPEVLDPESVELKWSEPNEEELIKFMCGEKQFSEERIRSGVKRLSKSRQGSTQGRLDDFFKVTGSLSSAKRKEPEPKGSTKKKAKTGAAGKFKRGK
#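 Read-out was taken twice, immediately and after 15 min, following addition of 50 nM substrate to 10 nM FEN1 that had sat with test compound for 15 min at room temperature. Curves came from a four-parameter Hill model.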
# GCN5L2 inh: inhibitors of human GCN5L2 histone acetyltransferase | Q92830 | GCN5L2 HAT assay, ThioGlo1 CoA-SH fluorescence | Potency, µM (doses to about 58.9 µM), for the others: at the highest dose activity change, negative = inhibition, actives largely listed as inhibitors | hit rate 0.21% among 390,000 | AID 504327
#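 Titration-based screen in which CoA formation is detected via maleimide probe ThioGlo1 (50uM) turning fluorescent on thiol reaction; substrates H3(1-25) 75uM and acetyl-CoA 70uM, GCN5L2 20nM, 20 min incubation at room temperature.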
# N370S GC mod: inhibits or activates N370S mutant glucocerebrosidase. P04062. N370S GC spleen homogenate, 4MU-glucoside fluorescence. Potency, µM (highest dose often 59.4 µM), for inactives: at the highest dose activity change, negative = inhibition, usual class: inhibitors. hit rate 0.092% among 330,000;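 note: 0% = full enzyme activity and -100% = no enzyme basal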
# The depositor's hits bear a star; ? = inconclusive; / = not tested or not shown; & = joins results of further samples; [ ] = remark or other dose. Calls come from the whole dose curve; as a rule, active = well fitted curve in the direction sought with a large enough effect; inconclusive = small, poorly fitted or top-dose-only effect, or another doubt; inactive = no such curve, though single readings can be large; an effect the other way counts as inactive or inconclusive. Unless noted, % is set by controls: 0 for no effect and ±100 for the full control effect; potency is the fitted concentration of half-maximal effect.
SMILES,FEN1 inh,GCN5L2 inh,N370S GC mod
CCC(=O)N1c2ccccc2CC1C(=O)NCCN1CCN(c2cccc(C)c2C)CC1 (stereo not given),-1%,27%,/
O=C1NC2(Nc3ccccc31)C(=O)Nc1ccc(Br)cc12 (stereo not given),-3%,1%,8%
COc1ccc(C(=O)N/N=C(\C)CC(=O)N2CCN(C=O)CC2)cc1,5%,2%,5%
CC(C)OCCCn1c(SCC(=O)c2ccccc2)nc2c(sc3ccccc32)c1=O,-28%,-4%,/
CCc1nc2ccccc2c(C(=O)OCc2nnc(-c3ccccc3)o2)c1C,?,-5%,/
Cc1ccc(/C=C/C(=O)OCC(=O)NCCN2C(=O)CSC2=O)cc1,13%,-4%,1%
Cc1ccc(C(C)C)cc1S(=O)(=O)NC1CC(C)(C)NC(C)(C)C1,1%,-3%,4%
COC(=O)c1cc(C(=O)NCCN2C(=O)S/C(=C\c3cccs3)C2=O)cc([N+](=O)[O-])c1,-7%,-1%,3%
Cc1cccc(C(C)C)c1NC(=O)Cn1c(=O)oc2cc(S(=O)(=O)N3CCCC3)ccc21,5%,-7%,/
CCOc1ccc(-c2nc(C)sc2CC(=O)O)cc1,0%,2%,2%
CC(C)NC(=O)COc1coc(CN2CCN(Cc3ccccc3)CC2)cc1=O,9%,-9%,-11%
Cc1ccccc1CCNC(=O)C1CCC(=O)N(C2CCCCCC2)C1 (stereo not given),-1%,-10%,-13%
CCOc1ccc(C(=O)Nc2c(C(=O)c3ccc(OC)cc3)oc3ccccc23)cc1,2%,-4%,/
CC(C)OC(=O)c1ccc(S(N)(=O)=O)o1,-9%,-1%,3%
CCCc1cc(N2CCN(c3ccccc3F)CC2)n2cnnc2n1,19%,-6%,/
CCCc1nnc(SCC(=O)Nc2cc(C)on2)n1CCOC,-7%,1%,-6%
COc1ccc(CNC(=S)Nc2ccc(S(N)(=O)=O)cc2)cc1,-4%,0%,3%
CCC(=O)Nc1ccc(Cl)c(NC(=O)C(C)C)c1,-10%,-3%,4%
CCCC(=O)N1CC(=O)Nc2ccc(Cl)cc2C1c1ccccc1 (stereo not given),-9%,4%,/
O=c1c2c(ncn1Cc1ccccc1)nc1n2CCC1,19%,1%,22%

# 5 entries from above, with the structure last:
FEN1 inh	GCN5L2 inh	N370S GC mod	mol
2%	-4%	/	CCOc1ccc(C(=O)Nc2c(C(=O)c3ccc(OC)cc3)oc3ccccc23)cc1
-9%	-1%	3%	CC(C)OC(=O)c1ccc(S(N)(=O)=O)o1
19%	-6%	/	CCCc1cc(N2CCN(c3ccccc3F)CC2)n2cnnc2n1
-7%	1%	-6%	CCCc1nnc(SCC(=O)Nc2cc(C)on2)n1CCOC
-4%	0%	3%	COc1ccc(CNC(=S)Nc2ccc(S(N)(=O)=O)cc2)cc1

# Quoted at random: 4 compounds from above
SMILES,FEN1 inh,GCN5L2 inh,N370S GC mod
CCC(=O)Nc1ccc(Cl)c(NC(=O)C(C)C)c1,-10%,-3%,4%
Cc1cccc(C(C)C)c1NC(=O)Cn1c(=O)oc2cc(S(=O)(=O)N3CCCC3)ccc21,5%,-7%,/
Cc1ccc(/C=C/C(=O)OCC(=O)NCCN2C(=O)CSC2=O)cc1,13%,-4%,1%
CCOc1ccc(C(=O)Nc2c(C(=O)c3ccc(OC)cc3)oc3ccccc23)cc1,2%,-4%,/

# Next section
SMILES,FEN1 inh,GCN5L2 inh,N370S GC mod
COc1ccc(OC)c(C2=NOC(C(=O)Nc3cc(C)on3)C2)c1 (stereo not given),13%,-3%,8%
C(=N\n1cnnc1)/c1nc2ccccc2[nH]1,5%,-27%,3%
CCN(Cc1ccccc1)C(=O)C1CCN(CC2CC=CCC2)CC1 (stereo not given),7%,-5%,-3%
CCCOC1CCCN(Cc2nc(-c3cnccn3)no2)C1 (stereo not given),-7%,-5%,0%
CCOc1ccc(OCC)c(NC(=O)C2CCCN(S(=O)(=O)c3c(C)n[nH]c3C)C2)c1 (stereo not given),-20%,-5%,-5%
CCSCCOC(=O)C1=C(C)NC(=O)NC1c1cccc(OC)c1OC (stereo not given),-11%,0%,-2%
COc1ccc(-n2c(=O)c(-c3ccc(F)cc3)nc3cnc(N4CCNCC4)nc32)cc1,/,-10%,-7%
O=C1CC(C(=O)Nc2ccc(F)c(Cl)c2)N=C(N2CCCCC2)N1 (stereo not given),32%[activator],-2%,3%
COc1ccc(OC)c(C2C3=C(CCCC3=O)Nc3c2c(=O)n(C)c(=O)n3C)c1 (stereo not given),-10%,-2%,-4%
Cc1cc(C)nc(N2CCC(C(=O)NCc3cccc(C(F)(F)F)c3)CC2)n1,-1%,1%,0%
COC(=O)[C@H](CCSC)NC(=O)NCCc1ccccc1F,-14%,2%,3%
COc1ccccc1NC(=O)c1cc(C2CC2)nc2c1c(C)nn2-c1ccc(C)cc1,-9%,35%[activator],/
CCOC(=O)NC(=O)COC(=O)CNC(=O)c1ccc(OCC)c(OCC)c1,8%,-5%,-9%
CCN(CC)c1ccc(NC(=O)Cn2c3ncccc3c(=O)n2-c2ccccc2)c(C)c1,1%,14%,/
CCNC(=O)n1nccc1C(C)Oc1ccccc1 (stereo not given),-14%,-15%,1%
O=C(NCCc1c[nH]c2ccccc12)C(=O)Nc1ccccc1,24%,2%,3%
Cn1c(=O)c(-c2ccccc2)nc2cnc(OCc3ccccc3)nc21,/,-2%,26%
COc1ccc(C2CC(=O)c3cnc(NC(=O)c4ccccc4)nc3C2)cc1OC (stereo not given),0%,10%,2%
COc1ccc(C2=NOC(CNC(N)=S)C2)cc1 (stereo not given),-2%,-9%,1%
COc1cc(OC)c2c(=O)c(OC)c(-c3ccc(OC)c(OC)c3)oc2c1,?,-4%&-9%,2%&10%
CCOC(=O)/C(C#N)=C/Nc1ccsc1C(=O)OC,-9%,-1%,0%
O=C(NC1CCCC1)C(c1cccs1)N(C(=O)c1ccco1)c1ccc2c(c1)OCCO2 (stereo not given),4%,-21%,14%
COc1cc(OC)c(OC)cc1CNC(=O)c1cccc(S(=O)(=O)N2CCc3ccccc3C2)c1,-4%,-25%,-4%
FC(F)(F)c1ccc(-c2noc(CN3CCCN(C4CCCCC4)CC3)n2)cc1,13%,2%,16%
COc1ccccc1NC(=O)CSc1nn2c(=O)c(C)nnc2s1,-14%,-7%,-4%
O=C(Cc1ccc(Cl)cc1)NCCS(=O)(=O)N1CCN(c2ccccc2F)CC1,-4%,-3%,-5%
COc1ccc(Cc2nnc(NS(=O)(=O)c3ccccc3)s2)cc1,0%,-8%,2%
COc1ccccc1NC(=O)Nc1nc(CC(=O)N2CCN(c3ccc(F)cc3)CC2)cs1,-11%,-2%,-21%
O=C(CNc1cccc(S(=O)(=O)N2CCCC2)c1)Nc1cccc(C(F)(F)F)c1,-15%,-6%,/
C[C@H]1CN([C@@H](C)CO)C(=O)Cc2cc(NC(=O)Cc3ccccc3)ccc2O[C@H]1CN(C)C(=O)Nc1cccc2ccccc12,1%,0%,/
COc1cccc(N2CC(C(=O)Nc3nnc(SCc4ccccn4)s3)CC2=O)c1 (stereo not given),-6%,10%,1%
CCc1nnc(NC(=O)C2CCN(c3ncnc4sc(C)c(C)c34)CC2)s1,17%,2%,/
COC(=O)C1=CN(c2ccc(OC)cc2)C=C(C(=O)OC)C1c1cccc(F)c1,-12%,?,?
CN(C)c1ccc(CNC(=O)CN(C)S(=O)(=O)c2cccc3cccnc23)cc1,-8%,-4%,-1%
O=C(NCC(c1cccnc1)N1CCOCC1)Nc1ccccc1 (stereo not given),-1%,?,-2%
COC(=O)c1c(C)[nH]c(C(=O)CN2C(=O)C3CC=CCC3C2=O)c1C (stereo not given),-2%,0%,/
Cc1ccc2c(c1)N(C(=O)CCC(=O)NCc1cccc(F)c1)CC(C)O2 (stereo not given),0%,-7%,/
COC(=O)c1ccc(CSc2nc3c([nH]c4ccccc43)c(=O)n2-c2cc(C)cc(C)c2)o1,-3%,2%,/
CCC1CN(C(=O)Nc2ccc(C)c(F)c2)c2ccccc2S1 (stereo not given),-9%,-9%,/
COc1ccc(C2N=C(N)Nc3nc4ccccc4n32)c(OC)c1OC (stereo not given),-4%,-5%,/
Cc1ccc(-n2ncc(C#N)c2/N=C/N(C)C)cc1,1%,/,6%
CCCCN1C=C(C(=O)OC)C(c2ccccc2Cl)C(C(=O)OC)=C1,5%,-22%,?
O=C(NN1C(=O)c2ccccc2C1=O)c1ccccc1[N+](=O)[O-],-6%,-2%,2%
CCOC(=O)C1C(C)N=C2SCC(=O)N2C1c1cccc(Br)c1 (stereo not given),0%,-5%,5%
Cc1cc2cc(C(c3nnnn3Cc3ccco3)N3CCCCC3)c(=O)[nH]c2cc1C (stereo not given),3%,-1%,14%
Cc1nnc(SCc2ccc(C(=O)c3ccc(Cl)cc3)o2)n1-c1ccccc1,-16%,-15%,5%
CN(C)C=Nc1ccc2nc3c(cc2c1)[nH]c1ccccc13,?,-20%,-9%
CCOC(=O)Nc1c(C)n(C)n(-c2ccccc2)c1=O,5%,2%,26%
CCOC(=O)N1CCN(C(=O)C2CCN(S(=O)(=O)c3c(C)cc(C)cc3C)CC2)CC1,-1%,-4%[0.501 µM],0%
COc1ccc(C(CNC(=O)Cc2cc(OC)c(OC)c(OC)c2)N2CCCC2)cc1 (stereo not given),-12%,-4%,-5%
Cc1ccc(C(=O)NCCOc2cccc(C)c2)cc1,-1%,16%,6%
CC(=O)COc1ccccc1OC(=O)c1ccco1,-1%,0%,-2%
Cc1ccc(NC(=O)N2CCc3ccccc3C2)c(C)c1,8%,-29%,0%
CCCCCCc1nc2ccccc2c(=O)n1NC(=O)c1c(O)c2cccc3c2n(c1=O)CCC3,/,-11%,5%
Cc1nc(CC(C)C)cc(C(=O)N2CCCC(CNS(=O)(=O)c3cccs3)C2)n1 (stereo not given),17%,17%,24%
COc1ccc(N2CCN(C(CNC(=O)c3ccco3)c3ccco3)CC2)cc1 (stereo not given),1%,1%,-2%
Brc1cc(Br)cc(CN2CCSCC2)c1,-20%,-15%,-6%
O=C(c1ccco1)N1CCN(C(c2cccs2)c2nnnn2C2CCCC2)CC1 (stereo not given),3%,-26%,3%
CCOc1ccc(OCCC(=O)OCC(=O)NC2CCCC2)cc1,3%,-2%,/
CCOC(=O)C1=C(C)NC(=O)NC1c1cc(Br)c(O)c(OC)c1 (stereo not given),4%,-3%,10%

# Results in GCN5L2 inh, for 2 of the compounds above:
Structure	GCN5L2 inh
COc1ccc(OC)c(C2=NOC(C(=O)Nc3cc(C)on3)C2)c1 (stereo not given)	-3%
C(=N\n1cnnc1)/c1nc2ccccc2[nH]1	-27%

# Other compounds follow.
SMILES,FEN1 inh,GCN5L2 inh,N370S GC mod
Cc1cccc(CN2CCC(N3CC(C)OC(C)C3)CC2)c1 (stereo not given),0%,-22%,-19%
Cc1ccc(S(=O)(=O)c2nc(-c3ccccc3)oc2NCc2cccnc2)cc1,1%,-7%,7%
COc1cc(NS(=O)(=O)c2ccc(NC(=O)c3ccc(C(C)=O)cc3)cc2)nc(OC)n1,-12%,-2%,/
CCCCN1CC(c2nc3ccccc3n2CCCCOc2cccc(C)c2C)CC1=O (stereo not given),-4%,-2%,/
O=C(NCC1CCCCC1)c1ccc([N+](=O)[O-])cc1,25%,-2%,-4%
CCc1ccc(N2CN(Cc3ccco3)CNC2=S)cc1,8%,1%,1%
Cc1nc2c(-c3ccccc3)c(C)[nH]n2c(=O)c1Cl,0%,-4%,?
O=C(NC(=O)c1ccc(F)cc1F)Nc1ccc(Cl)cc1,-3%,-2%,-5%
O=C(c1ccc(O)cc1)c1ccc(Cl)cc1,-10%,-3%,-6%
CCOC(=O)c1csc(NC(=O)C2CCCCC2)n1,-3%,-1%,1%
COc1ccc(N2C(=O)CC(c3ccccc3)C2=O)cc1 (stereo not given),6%,-1%,8%
CC(C)(C)c1ccc(C(=O)Nc2ccc(O)c3c(=O)cc(-c4cccc(Cl)c4)oc23)cc1,8%,-29%,10%
O=C(c1nn2c(C(F)(F)F)cc(-c3ccc(F)cc3)nc2c1Cl)N1CCOCC1,-2%,-7%,-20%
Cc1ccccc1OCC(=O)Nc1ccc(OCc2cc(=O)n3ccccc3n2)cc1,-3%,-4%,/
Cc1ccc(N(CC(=O)Nc2ccc(Cl)cc2)S(=O)(=O)c2cccc3nonc23)cc1,4%,-8%,/
CSc1ccc(CN2CCC(N3CC(C)OC(C)C3)CC2)cc1 (stereo not given),8%,2%,-2%
O=NNc1nc2ccccc2n1Cc1ccccc1,-10%,1%,-1%
O=C(O)CSCC(=O)Nc1cccc2ccccc12,-2%,-6%,-1%
O=C(CCCn1c(=O)[nH]c2cc(Cl)ccc2c1=O)NCCCN1CCCC1=O,-1%,2%[0.501 µM],5%
Cc1cc(C(F)(F)F)c2c(N)c(C(=O)Nc3cc(C)on3)sc2n1,-1%,-4%,6%
O=S(=O)(c1ccccc1)N(C1=NCCS1)S(=O)(=O)c1ccccc1,-9%,-17%,6%

# A portion of the library; count on the stated rates, not on these rows.
